Compound activity from PubChem BioAssay.
PLCb3 inh – human PLC-beta3 inhibitors, primary screen, biochemical, fluorescence | 1-phosphatidylinositol 4,5-bisphosphate phosphodiesterase beta-3 (Homo sapiens), Q01970 | Purified PLC-beta3, fluorogenic substrate | inhibition, % at 12.2 µM | actives 0.18% (n = 370,000); in the data active means inhibition above about 11%;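 further: 0% = median of compound wells on plate and 100% = full blocker control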
hgDAF12 agonist – H. glycines DAF-12 receptor agonists, primary screen, cell-based, luminescence, HEK293, GAL4 fusion, UAS-luciferase; Nuclear hormone receptor DAF-12 (Heterodera glycines), GAL4 fusion; HEK293 GAL4-hgDAF12 UAS-luciferase reporter, agonist luminescence; normalized to butyrate control; activation, % at 6.8 µM; actives 1.8% (n = 370,000); AID 687014, 2013;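 active means activation above a cutoff set at the mean of all screened compounds plus 3 SD, cut at about 10% in these data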;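 further: 0% = DMSO wells and 100% = sodium butyrate wells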
MBD2 DNA inh – inhibitors of MBD2 binding to methylated DNA, primary screen, biochemical, TR-FRET, DNA-binding domain, human. Methyl-CpG-binding domain protein 2 (Homo sapiens), Q9UBB5. MBD2 binding to methylated oligonucleotide. inhibition, % at 4.4 µM. actives 0.31% (n = 370,000); in the data active means inhibition above about 13%
hcDAF-12 act – H. contortus DAF-12 nuclear receptor activators, primary screen, cell-based, luminescence, HEK293, lit1-tk-luc reporter; actives 1.4% (n = 370,000); HEK293 hcDAF-12 lit1-tk-luc reporter; 0% DMSO, 100% Δ7-dafachronic acid; activation, % at 6.8 µM;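 active means activation above the mean of all tested compounds plus 3 SD, cut at about 5.5% in these data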;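 further: 100% = response to 3 µM Δ7-dafachronic acid high control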
ADAM17 inh – ADAM17 inhibitors, primary screen, biochemical, QFRET. Disintegrin and metalloproteinase domain-containing protein 17 (Homo sapiens), P78536. recombinant ADAM17, EDANS/DABCYL FRET peptide cleavage. inhibition, % at 6.95 µM. actives 0.83% (n = 370,000). AID 720648, 2013;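 active means inhibition above the mean of compounds lying between control limits plus 3 SD, set per campaign, cut at about 8.5% in these data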;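 further: 0% = DMSO-only wells as the low control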
Target sequence (P78536 215-824 limits assumed): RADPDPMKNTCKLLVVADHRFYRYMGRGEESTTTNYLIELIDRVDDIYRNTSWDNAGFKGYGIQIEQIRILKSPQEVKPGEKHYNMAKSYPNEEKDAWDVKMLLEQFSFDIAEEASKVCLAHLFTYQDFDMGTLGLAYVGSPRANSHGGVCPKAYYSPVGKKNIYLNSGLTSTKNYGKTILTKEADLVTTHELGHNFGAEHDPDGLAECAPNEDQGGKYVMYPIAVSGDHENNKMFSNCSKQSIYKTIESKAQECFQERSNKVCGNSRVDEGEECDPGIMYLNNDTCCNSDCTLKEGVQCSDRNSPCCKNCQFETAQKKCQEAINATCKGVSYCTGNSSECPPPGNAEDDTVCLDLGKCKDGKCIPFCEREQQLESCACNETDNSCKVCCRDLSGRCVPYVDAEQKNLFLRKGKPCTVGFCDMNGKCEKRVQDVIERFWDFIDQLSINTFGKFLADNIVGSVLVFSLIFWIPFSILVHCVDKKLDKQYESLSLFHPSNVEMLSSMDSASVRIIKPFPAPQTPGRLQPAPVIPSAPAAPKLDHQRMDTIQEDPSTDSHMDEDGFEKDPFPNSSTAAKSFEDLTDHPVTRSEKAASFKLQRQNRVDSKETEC
SMARCA2 act – SMARCA2 (BRM) function activators, primary screen, cell-based, luminescence, high throughput | MG213 cells, MMTV-luciferase reporter, dexamethasone, overnight | activation, % at 9.1 µM | actives 1% (n = 370,000); in the data active means activation above about 7.8%;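 further: 0% = vehicle wells and 100% = reference activator wells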
PLC-gamma1 inh – PLC-gamma1 enzyme inhibitors, primary screen, biochemical, fluorescence, purified enzyme. actives 0.84% (n = 370,000). 1-phosphatidylinositol 4,5-bisphosphate phosphodiesterase gamma-1 (Homo sapiens), P19174. inhibition, % at 12.2 µM. fluorogenic substrate; in the data active means inhibition above about 9.5%
ssDAF12 agonist – S. stercoralis DAF-12 nuclear receptor activators, primary screen, cell-based, luminescence, HEK293, GRIP1 co-expression, lit1-tk-luc; Nuclear hormone receptor DAF-12 (Strongyloides stercoralis); HEK293 ssDAF-12/GRIP1 lit1-tk-luc reporter; % of 3 µM dafachronic acid response; activation, % at 6.8 µM; actives 1% (n = 370,000); AID 652126, 2013;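 active means activation above the mean over all tested compounds plus 3 SD, cut at about 0.9% in these data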;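 further: 0% = DMSO-only wells and 100% = 3 µM delta7-dafachronic acid wells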
DAX1 inh-1 – DAX1 (NR0B1) inhibitors on StAR promoter, primary screen, cell-based, luminescence, SF-1 (NR5A1), full-length DAX-1. HEK293T StAR-luciferase reporter, SF-1/DAX-1 repression relief. AID 652010, 2013. actives 1.1% (n = 370,000). inhibition, % at 6.8 µM;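 active means inhibition above the mean over all tested compounds plus 3 SD, cut at about 3.6% in these data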;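 further: 0% = DAX-1 cells with DMSO and 100% = cells lacking DAX-1 with DMSO; higher inhibition means more luminescence from relief of DAX-1 repression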
DAX1 inh-2 – DAX1 (NR0B1) inhibitors, primary screen, cell-based, HEK293, Gal4-DAX1, luciferase luminescence | HEK293 Gal4-DAX1 luciferase reporter | Nuclear receptor subfamily 0 group B member 1 (Homo sapiens), P51843 | AID 504766, 2011 | actives 0.99% (n = 340,000) | inhibition, % at 6.75 µM;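 active means inhibition above the mean over all tested compounds plus 3 SD, cut at about 4.2% in these data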;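 further: 0% = DAX1-transfected cells with DMSO and 100% = empty-vector control cells with DMSO; inhibition shows as a rise in luminescence from relieved DAX1 repression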
Target sequence (P51843 207-470 limits assumed): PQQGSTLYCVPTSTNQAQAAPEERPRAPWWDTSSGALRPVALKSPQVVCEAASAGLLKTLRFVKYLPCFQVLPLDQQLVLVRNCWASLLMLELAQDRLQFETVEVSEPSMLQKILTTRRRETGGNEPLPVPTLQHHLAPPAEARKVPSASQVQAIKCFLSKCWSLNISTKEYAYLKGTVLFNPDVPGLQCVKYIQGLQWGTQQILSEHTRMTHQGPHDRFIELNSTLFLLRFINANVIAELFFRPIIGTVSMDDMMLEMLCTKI
NR1D1 modulator – modulators of Rev-erb alpha DNA binding, primary screen, biochemical, FITC-DNA, fluorescence polarization, uHTS; Nuclear receptor subfamily 1 group D member 1 (Homo sapiens), P20393; Rev-erbα–FITC-DNA binding, 90 min; activity, % at 10 µM; actives 0.79% (n = 370,000); AID 1259318, 2017;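 active means activity above about 14%, limit read from the data; passing the limit was not always enough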;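 further: 0% = DMSO wells with 35 nM protein and 100% = DMSO wells with 750 nM protein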
Starred values were filed as active, the others as inactive; i = inactive; · = no result given.

SMILES	PLCb3 inh	hgDAF12 agonist	MBD2 DNA inh	hcDAF-12 act	ADAM17 inh	SMARCA2 act	PLC-gamma1 inh	ssDAF12 agonist	DAX1 inh-1	DAX1 inh-2	NR1D1 modulator
Cc1ccc(NS(=O)(=O)c2cccc(C(=O)N3CCOCC3)c2)cc1	0.8	-1.3	3.4	0.3	-0.2	0.3	4.2	-0.7	-0.3	-0.7	-5.3
Cc1cc(-n2c(C)cc(C(=O)CSc3nncn3C)c2C)no1	-0.7	1.8	3.9	-0.3	-4.5	-2.9	2.1	0.1	-0.3	0.6	9.1
COc1ccccc1N/C(N)=N/c1nc(C(F)(F)F)cc(=O)[nH]1	-5.0	-0.7	-6.1	-1.2	0.6	3.2	2.8	-1.0	-0.1	-0.1	0.6
CCO[C@@H]1OC(C(=O)Nc2ccccc2)=C[C@H](c2ccccc2)[C@H]1CCCO	7.6	1.2	-4.5	-1.3	4.2	0.2	7.7	-1.3	-0.1	1.4	-0.4
CCOC(=O)/C=C1\SCC(=O)N1CC(=O)NCc1cccc(Cl)c1	3.4	-0.4	-4.6	-0.1	-3.7	2.1	2.0	-0.7	-0.1	-0.2	-0.6
NC(=O)c1c(N)[nH]c(C(=O)c2ccccc2)c1-c1ccc2c(c1)OCO2	-11.0	3.1	-0.9	0.1	0.6	-0.9	-8.5	-0.5	0.8	·	-1.2
O=C(Oc1ccccc1N1CCOCC1)c1ccccc1	-2.6	-1.0	-4.8	-0.6	-2.5	-2.2	2.4	-1.9	0.3	0.3	1.6
CC(=O)Nc1ccc(C(=O)NC2CCSc3ccccc32)cc1 (centres undefined)	-6.7	0.8	3.7	2.6	-4.0	0.3	-1.1	-0.1	1.2	0.8	-2.0
Cn1c(=O)c2ncn(CC(=O)NCCOCc3ccccc3Cl)c2n(C)c1=O	4.5	0.0	2.6	0.6	0.8	-0.6	-0.3	-0.4	0.0	-0.5	6.8
CCOC(=O)c1c(C)[nH]c(C)c1S(=O)(=O)N(C)CC(=O)Nc1cccc(F)c1	-2.0	1.0	0.5	-1.3	-1.7	3.0	4.4	-1.4	-1.5	-0.3	-2.1
COC(=O)C(CC(=O)c1ccc(C)cc1)n1cccn1 (centres undefined)	-6.8	0.6	-1.4	1.4	0.7	0.9	3.8	-0.8	-0.5	2.1	1.5
Cc1c(C(C)(C(=O)O)c2c(C)n(C)c3ccccc23)c2ccccc2n1C	-25.4	2.6	0.7	5.7*	-3.6	1.1	-21.0	-0.4	-0.1	·	4.9
COc1ccc(/C(O)=C(\C#N)c2nc3ccccc3n2C)cc1OC	-3.9	-1.1	-5.2	-1.7	6.5	0.5	0.3	-0.9	-0.8	-0.8	-1.1
CCN(CC(=O)Nc1c(F)cccc1F)C(=O)c1ccc(S(=O)(=O)N2CCCCC2)cc1	-1.9	-0.5	0.0	-1.0	-4.7	-2.9	3.6	-0.9	-1.3	1.6	1.1
CCOc1ccc(CNC2CCCCCCC2)cc1OC	-1.8	0.0	-2.4	-1.0	2.1	-4.0	-1.7	-0.8	0.9	0.4	-1.2
Nc1nc2c(ncn2[C@@H]2O[C@H](C(=O)N[C@@H](Cc3ccccc3)C(=O)NCc3ccc4c(c3)OCO4)[C@@H](O)[C@H]2O)c(=O)[nH]1	4.9	-4.8	-2.8	-0.4	3.1	-4.8	3.6	-0.6	-0.8	·	10.0
O=C(NCCSc1c[nH]c2ccccc12)c1ccc(Br)o1	2.3	0.0	1.4	-0.1	1.7	3.3	3.6	-1.4	-0.5	0.3	-0.1
CN(CC(=O)NNC(=O)CCNS(=O)(=O)c1ccccc1)S(=O)(=O)c1ccc(Cl)cc1	-0.7	1.5	1.0	-1.8	-5.3	2.3	0.9	-1.1	1.4	-1.0	6.1
O=C1NC[C@H](CCCCN2C[C@H](Cc3ccccc3)N(CCc3ccc(O)cc3)C(=O)C2=O)N(CCc2ccc(O)cc2)C1=O	0.3	0.0	3.2	-1.5	-4.8	-3.9	-1.3	-0.4	-1.2	·	1.3
O=C(C1CCCN(CCCc2ccccc2)C1)N1CCCCCC1 (centres undefined)	2.7	0.5	-2.7	-1.2	-1.6	0.9	0.0	-0.6	0.1	-0.2	0.3
CCOCCCNC(=O)C(NC(=O)c1ccc(NC(C)=O)cc1)c1ccc(C)cc1 (centres undefined)	2.1	-3.6	0.0	0.9	-0.2	0.7	0.5	-0.6	0.1	-0.8	-1.5
NC(=O)c1ccc(NC(=O)COC(=O)C2CC3C=CC2C3)cc1 (centres undefined)	0.5	-0.4	-2.8	-0.4	-3.4	1.9	2.0	-0.9	1.2	-1.5	-3.4
COc1ccc(CNC(=O)C(C)Cc2ccccc2)cc1O (centres undefined)	6.9	-0.2	-3.5	0.4	6.5	-1.6	11.7*	-0.9	0.4	0.0	-6.1
CC1(C)C=Cc2c(c3c(c4c(=O)c(-c5ccc(O)cc5)coc24)OC(C)(C)CC3)O1	-24.2	0.4	-0.1	-2.1	3.9	-0.6	-19.2	-2.0	-1.2	0.7	-0.8
COC(=O)[C@H](CCSC)NC(=O)Cn1cnc2c(SC)nc(N)nc21	0.8	-1.1	-4.8	-0.7	-3.5	-0.1	-1.9	-0.7	0.3	-0.2	0.3

3 entries from above, with two lines to a compound:
Each structure is followed by: PLCb3 inh, hgDAF12 agonist, MBD2 DNA inh, hcDAF-12 act, ADAM17 inh, SMARCA2 act, PLC-gamma1 inh, ssDAF12 agonist, DAX1 inh-1, DAX1 inh-2, NR1D1 modulator
CCO[C@@H]1OC(C(=O)Nc2ccccc2)=C[C@H](c2ccccc2)[C@H]1CCCO
 : 7.6, 1.2, -4.5, -1.3, 4.2, 0.2, 7.7, -1.3, -0.1, 1.4, -0.4
Cn1c(=O)c2ncn(CC(=O)NCCOCc3ccccc3Cl)c2n(C)c1=O
 : 4.5, 0.0, 2.6, 0.6, 0.8, -0.6, -0.3, -0.4, 0.0, -0.5, 6.8
NC(=O)c1c(N)[nH]c(C(=O)c2ccccc2)c1-c1ccc2c(c1)OCO2
 : -11.0, 3.1, -0.9, 0.1, 0.6, -0.9, -8.5, -0.5, 0.8, ·, -1.2

Additional results
SMILES	PLCb3 inh	hgDAF12 agonist	MBD2 DNA inh	hcDAF-12 act	ADAM17 inh	SMARCA2 act	PLC-gamma1 inh	ssDAF12 agonist	DAX1 inh-1	DAX1 inh-2	NR1D1 modulator
Cc1ccc(-c2csc3nc4ccc(C(=O)NCCO)cc4c(=O)n23)cc1	i	-2.1	-3.6	-0.3	-152.6	-0.1	i	-1.2	-0.4	-0.4	4.4
CC(=O)Nc1cccc(NC(=O)CCn2c(=O)sc3ccccc32)c1	2.5	-0.4	3.9	-1.8	1.6	3.2	-2.4	-1.0	-0.8	0.8	-1.4
Cc1ccc(S(=O)(=O)N2CCC(C(=O)N3CCC(C(=O)NCC4CCCO4)CC3)CC2)cc1 (centres undefined)	3.5	-0.1	-1.6	-0.5	-2.2	1.0	-1.2	-1.7	-0.4	-1.2	0.1
CCc1ccc(CCC(=O)Nc2nc(CC(C)=O)ns2)o1	-14.4	0.1	-2.4	0.1	-3.1	-2.2	-9.9	-1.6	0.3	1.1	0.6
OC[C@@H]1[C@@H](c2ccccc2)C(c2ccccc2)=NN1c1ccccc1	i	1.8	-2.9	1.0	i	-0.2	i	-0.5	-0.2	0.0	-2.5
Cc1ccc(-c2nnc(COC(=O)c3cc(=O)[nH]c4ccccc34)o2)cc1	-57.7	1.6	2.3	-0.3	-19.6	0.6	-30.8	-0.5	-0.6	-0.6	1.5
CCc1cc(C(=O)N(C)CC(=O)Nc2c(Cl)cccc2Cl)sc1C	-0.8	-1.4	2.6	-3.4	0.4	0.0	-0.4	-0.9	1.8	0.7	-3.6
N#Cc1cnn(-c2cccc(Cl)c2)c1N	3.5	4.0	2.5	-0.7	-3.1	-0.5	1.9	-0.9	-0.4	0.0	-0.3
Cc1ccccc1OCC(=O)OCC(=O)Nc1ncc(Cl)c(C)c1Cl	-10.1	2.1	0.7	-0.9	-1.2	-0.4	-10.4	-0.8	1.8	0.3	-9.9
Cc1cccc(-n2c(Cc3cc(=O)[nH]c(=O)[nH]3)nnc2SCC(=O)NCc2ccco2)c1	-6.1	-0.2	4.5	-1.9	-4.9	1.3	-2.8	-1.1	1.1	0.8	-6.0
Cc1ccc(OCc2cc(C(=O)N3CCCC(O)C3)no2)cn1 (centres undefined)	-9.3	2.3	8.3	-1.8	-2.1	-1.7	-0.7	-0.8	0.0	1.2	-11.2
c1ccc2oc(C3=NNC(=NC4CC4)SC3)cc2c1	-12.2	6.8	-4.7	6.8*	-4.7	9.5*	-16.2	0.4	0.9	2.0	3.7
O=C(COc1ccccc1-c1ccccc1)N/N=C/c1ccncc1	-2.5	3.3	0.8	-1.9	1.6	-1.4	4.8	-1.5	-0.6	0.1	7.1
O=C(/C=C/c1cccs1)N1CCN(c2ccc(F)cc2)CC1	-0.4	-2.5	0.0	0.2	-1.2	-1.4	1.0	-1.1	-0.3	2.9	-0.3
O=C1CC(/C=C/c2ccccc2)=Nc2ccccc2N1	-37.2	2.6	5.0	-0.6	-2.3	2.0	-28.9	-1.1	0.7	1.1	4.9
Cn1cccc1CNCc1ccc(F)cc1	0.9	-3.0	-4.5	0.2	-0.1	4.8	-0.1	-1.8	-0.9	-0.1	6.0
O=C(COC(=O)/C=C/c1cccc(C(F)(F)F)c1)NCc1ccccc1	-1.8	-1.9	2.9	-1.3	-3.6	-3.4	0.9	-1.2	0.5	-0.2	-3.8
O=C(Cc1ccccc1F)OCN1C(=O)c2ccccc2C1=O	-4.5	-0.9	-1.2	0.3	4.1	-2.8	1.8	-1.2	1.8	1.2	-2.1
O=C(O)c1nccnc1C(=O)NCc1csc2ccc(Cl)cc12	-5.8	2.3	-0.1	-1.4	0.2	5.9	-3.3	-0.8	0.4	·	3.0
CC(=O)c1ccc(NC(=O)N[C@@H](CC(C)C)C(=O)O)cc1	7.5	-1.9	-0.7	-1.8	4.9	-2.6	7.4	-1.4	0.3	1.3	-2.4
COc1ccc(C)cc1NC(=O)CCCN1C(=O)NC(C)(C)C1=O	-4.5	-0.5	0.2	-0.4	-0.8	0.8	0.9	-1.0	0.5	0.3	1.4
CCCS(=O)(=O)c1ccc(COC(=O)c2ccc(NC(C)=O)cc2)cc1	-1.0	-1.1	2.1	-1.7	-15.9	-0.8	0.0	-1.3	0.1	-1.7	-8.9
